# Screening results deposited in PubChem by Sanford-Burnham Center for Chemical Genomics.
# Gli-Sufu block = antagonists of Gli-Sufu signaling; Sufu-KO-LIGHT fibroblasts, Gli luciferase reporter luminescence; inhibition, % at 5 µM; 0.74% of 340,000 active; AID 588413;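 active means inhibition above about 55%, limit read from the data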;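 further: 0% = DMSO-treated cells and 100% = wells with medium but no cells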
# UBC13 polyUb = inhibitors of human UBC13 polyubiquitin chain formation; TR-FRET; P61088; inhibition, % at 20 µM; AID 485273; 0.47% of 330,000 active; in the data active means inhibition above about 45%, passing the limit was not always enough
# Target sequence (P61088 whole entry, looked up): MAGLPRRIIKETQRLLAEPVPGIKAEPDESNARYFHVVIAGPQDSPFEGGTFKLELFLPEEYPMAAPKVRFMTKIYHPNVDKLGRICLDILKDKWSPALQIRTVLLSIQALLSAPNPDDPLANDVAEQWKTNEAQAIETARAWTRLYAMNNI
# APJ ag = activates the human apelin receptor APJ; AID 2520; CHO-K1 APJ PathHunter beta-arrestin, luminescence; 0% DMSO wells, 100% apelin; 0.11% of 330,000 active; activation, % at 20 µM; P35414;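 active means activation more than six SD over the plate average, tested at 20 µM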;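 further: 0% = DMSO alone and 100% = apelin-13 at 10 nM; some results filed as inactive read as strong as hits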
# Target sequence (P35414 whole entry, looked up): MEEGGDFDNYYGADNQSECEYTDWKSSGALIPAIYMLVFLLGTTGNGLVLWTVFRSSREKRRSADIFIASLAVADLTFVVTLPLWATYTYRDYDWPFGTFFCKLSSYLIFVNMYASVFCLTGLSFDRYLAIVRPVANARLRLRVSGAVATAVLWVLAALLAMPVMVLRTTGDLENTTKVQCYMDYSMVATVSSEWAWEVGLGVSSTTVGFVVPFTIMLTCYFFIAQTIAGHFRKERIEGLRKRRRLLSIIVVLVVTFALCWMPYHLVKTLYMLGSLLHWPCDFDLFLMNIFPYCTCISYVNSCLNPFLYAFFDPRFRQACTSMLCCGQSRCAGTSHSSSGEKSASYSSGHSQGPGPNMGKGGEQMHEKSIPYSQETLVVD
#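 Material: engineered CHO-K1 APJ arrestin reporter cells; amount: 1000 CHO-K1 reporter cells seeded per well; incubation: compound stimulation 90 min at 25 °C, detection 60 min; signal: luminescent beta-gal fragment complementation, chemiluminescent substrate; read-out basis: APJ agonist activity; controls: DMSO-only wells as negative, 10 nM Apelin-13 as positive control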
# ATG4B inhibitor = inhibitors of human ATG4B cysteine protease; ATG4B cleavage of LC3-PLA2, NBD-HPC fluorescence, 1 h; inhibition, % at 8.33 µM; 0.51% of 340,000 active; AID 504462; in the data active means inhibition above about 40%
# EBI2 antag = blocks human EBI2 receptor beta-arrestin signaling; P32249; EBI2 beta-arrestin recruitment, luminescence, 7a,25-OHC stimulated; inhibition, % at 5 µM; 0.81% of 360,000 active; in the data active means inhibition above about 38%;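 further: enzyme fragment complementation signal reports receptor beta-arrestin coupling in cells; 0% = agonist plus DMSO wells and 100% = wells without agonist; some results beyond the cut were filed as inactive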
# CXCR6 inh = inhibitors of human CXCR6 receptor; 0.36% of 360,000 active; inhibition, % at 20 µM; CHO-K1 PathHunter CXCR6 beta-arrestin, luminescence; AID 602244; in the data active means inhibition above about 34%, passing the limit was not always enough;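 further: antagonist mode with CXCL16 agonist at 10 nM final; 0% = 10 nM CXCL16 with DMSO and 100% = unstimulated wells without agonist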
# CCR6 antagonist = blocks CCL20-driven beta-arrestin recruitment at human CCR6 | P51684 | inhibition, % at 20 µM | AID 493098 | 0.49% of 340,000 active | CHO-K1 CCR6 PathHunter beta-arrestin, luminescence, CCL20-stimulated;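 active means compounds whose inhibition of the agonist-driven luminescence signal at 20 µM reaches about 50%, limit read from the data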;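 further: cells stimulated with CCL20 at 14 nM final; plate controls were DMSO with CCL20 for no effect and DMSO without agonist for full effect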
# Target sequence (P51684 whole entry, looked up): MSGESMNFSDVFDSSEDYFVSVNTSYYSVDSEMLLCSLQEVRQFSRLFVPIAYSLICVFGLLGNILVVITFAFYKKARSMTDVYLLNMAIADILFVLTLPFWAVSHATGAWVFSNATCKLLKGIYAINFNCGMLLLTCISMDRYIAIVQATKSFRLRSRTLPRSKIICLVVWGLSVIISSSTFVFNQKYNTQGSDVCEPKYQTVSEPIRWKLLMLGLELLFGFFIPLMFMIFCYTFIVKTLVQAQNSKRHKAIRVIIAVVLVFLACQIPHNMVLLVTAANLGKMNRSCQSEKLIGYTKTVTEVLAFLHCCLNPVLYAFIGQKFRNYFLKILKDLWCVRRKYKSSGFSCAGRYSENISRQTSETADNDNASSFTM
# APJ antagonist = antagonists of human APJ apelin receptor. CHO-K1 APJ beta-arrestin complementation, luminescence. inhibition, % at 20 µM. 0.32% of 330,000 active;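 active means inhibition above about 40% at 20 µM, limit read from the data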;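 further: cells challenged with 10 nM apelin-13 agonist together with compound; plate controls were apelin-13 plus DMSO wells for no effect and DMSO wells lacking apelin-13 for full effect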
# Starred values were filed as active, the others as inactive; . = no result given.
# Start of the data: the first two compounds as a preview:
SMILES,Gli-Sufu block,UBC13 polyUb,APJ ag,ATG4B inhibitor,EBI2 antag,CXCR6 inh,CCR6 antagonist,APJ antagonist
CCOC(=O)c1c(NC(=O)Cc2cccs2)sc(C(=O)N2CCCCC2)c1C,0,4,0,0,0,-7,19,0
CCn1cc([N+](=O)[O-])c(C(=O)N2N=C3/C(=C/c4cccs4)CCCC3C2c2cccs2)n1 (configuration not stated),12,-2,-5,2,12,6,6,18

# The list itself, from the first entry:
SMILES,Gli-Sufu block,UBC13 polyUb,APJ ag,ATG4B inhibitor,EBI2 antag,CXCR6 inh,CCR6 antagonist,APJ antagonist
CCOC(=O)c1c(NC(=O)Cc2cccs2)sc(C(=O)N2CCCCC2)c1C,0,4,0,0,0,-7,19,0
CCn1cc([N+](=O)[O-])c(C(=O)N2N=C3/C(=C/c4cccs4)CCCC3C2c2cccs2)n1 (configuration not stated),12,-2,-5,2,12,6,6,18
N/C(=N\OC(=O)CCC1CCCC1)c1cccnc1,5,6,0,4,-10,1,3,-21
O=C(N/N=C/C=C/c1ccc([N+](=O)[O-])cc1)C1COc2ccccc2O1 (configuration not stated),12,-19,1,0,-1,0,1,-24
O=C(CSc1nc(=O)n(CCCN2CCOCC2)c2c1CCCC2)Nc1ccc(F)c(F)c1,14,1,-5,-9,0,1,7,-36
Cc1ccccc1NS(=O)(=O)c1ccc2c(c1)n(C)c(=O)n2C,5,9,-4,-1,2,-6,-3,-15
C[C@@H](C(=O)Nc1ccc(OC(F)F)c(Cl)c1)N1C(=O)C2CC=CCC2C1=O (some centres not stated),-1,0,1,-4,-1,1,17,7
COc1ccc(C2CC(c3ccccc3)=NN2c2ccc(/C=N/NC(=O)c3ccncc3)cc2)cc1 (configuration not stated),-7,-7,6,9,-2,4,15,1
COc1ccc(-c2c(=O)n(OCc3nc4ccccc4[nH]3)c3ccccc3[n+]2[O-])cc1,-5,-6,3,-6,-3,6,4,-11
O=C(Nc1nsc(-c2ccccc2)n1)c1cccs1,-75,5,-2,6,-10,12,-7,12
CN(C)CC/C=C1/c2ccc(F)cc2Sc2ccc(Cl)cc21,15,14,-3,21,-13,-16,7,16
Cc1c(Cl)cccc1NC(=O)CC1SC(=NCC2CCCO2)NC1=O (configuration not stated),-7,10,2,2,-23,-9,-8,-3
CCc1cccc(C)c1NC(=S)NCc1ccccc1,8,7,3,6,0,-6,1,-2
C=CCN(c1ccc(Cl)cc1)S(=O)(=O)c1cccc(C(=O)O)c1,12,-2,-2,12,-1,3,16,5
O=S(=O)(c1ccccc1)N1CCN(C(=S)NCc2ccccc2)CC1,-1,-7,-5,-3,-5,-12,9,-10
COc1ccc(OC)c(S(=O)(=O)NC(C)c2cnn(-c3ccccn3)c2C)c1 (configuration not stated),-19,-3,-3,-1,1,-2,3,-7
CCN(Cc1nc2ccccc2c(=O)[nH]1)Cc1cc(=O)oc2cc(OC)ccc12,7,4,-1,-4,1,0,-24,-1
Cc1[nH]n(-c2ccccc2)c(=O)c1N=Nc1c(O)cc(S(=O)(=O)N(C)C)c2ccccc12,26,-86,-10,33,-38,24,68*,30
CC(C)[C@@H]1NC(=O)N(c2ccc(Oc3ccccc3)cc2)C1=O,-9,0,4,-10,12,-7,12,-19
COc1cccc(/C=C/C(=O)OCC(=O)Nc2nnc(-c3ccccc3)o2)c1,-2,2,0,-8,6,9,8,-2
COc1ccc2[nH]c(C)c(C(=O)CN(C)C)c2c1,8,-3,-1,-3,1,3,-12,-13
CCOc1cccc(C(=O)Nc2nnc(-c3cccs3)s2)c1,-71,19,2,0,-2,9,5,16
O=C(Cn1[nH]c(=O)c2ccccc2c1=O)NCc1cccnc1,-5,0,-5,-10,-2,4,6,0
CCOc1cc([C@@H]2C[C@H]3CN(c4ccccc4)C(=O)[C@]34CCCN24)ccc1OC,-3,-11,-7,5,8,4,4,11

# Reformatted as tab-separated lines: entries from further up
Structure	Gli-Sufu block	UBC13 polyUb	APJ ag	ATG4B inhibitor	EBI2 antag	CXCR6 inh	CCR6 antagonist	APJ antagonist
CN(C)CC/C=C1/c2ccc(F)cc2Sc2ccc(Cl)cc21	15	14	-3	21	-13	-16	7	16
Cc1c(Cl)cccc1NC(=O)CC1SC(=NCC2CCCO2)NC1=O (configuration not stated)	-7	10	2	2	-23	-9	-8	-3
CCc1cccc(C)c1NC(=S)NCc1ccccc1	8	7	3	6	0	-6	1	-2
C=CCN(c1ccc(Cl)cc1)S(=O)(=O)c1cccc(C(=O)O)c1	12	-2	-2	12	-1	3	16	5
O=S(=O)(c1ccccc1)N1CCN(C(=S)NCc2ccccc2)CC1	-1	-7	-5	-3	-5	-12	9	-10
COc1ccc(OC)c(S(=O)(=O)NC(C)c2cnn(-c3ccccn3)c2C)c1 (configuration not stated)	-19	-3	-3	-1	1	-2	3	-7
CCN(Cc1nc2ccccc2c(=O)[nH]1)Cc1cc(=O)oc2cc(OC)ccc12	7	4	-1	-4	1	0	-24	-1
Cc1[nH]n(-c2ccccc2)c(=O)c1N=Nc1c(O)cc(S(=O)(=O)N(C)C)c2ccccc12	26	-86	-10	33	-38	24	68*	30
CC(C)[C@@H]1NC(=O)N(c2ccc(Oc3ccccc3)cc2)C1=O	-9	0	4	-10	12	-7	12	-19
COc1cccc(/C=C/C(=O)OCC(=O)Nc2nnc(-c3ccccc3)o2)c1	-2	2	0	-8	6	9	8	-2
COc1ccc2[nH]c(C)c(C(=O)CN(C)C)c2c1	8	-3	-1	-3	1	3	-12	-13
CCOc1cccc(C(=O)Nc2nnc(-c3cccs3)s2)c1	-71	19	2	0	-2	9	5	16
O=C(Cn1[nH]c(=O)c2ccccc2c1=O)NCc1cccnc1	-5	0	-5	-10	-2	4	6	0
CCOc1cc([C@@H]2C[C@H]3CN(c4ccccc4)C(=O)[C@]34CCCN24)ccc1OC	-3	-11	-7	5	8	4	4	11

# New compounds follow.
SMILES,Gli-Sufu block,UBC13 polyUb,APJ ag,ATG4B inhibitor,EBI2 antag,CXCR6 inh,CCR6 antagonist,APJ antagonist
CC1CCN(c2ccc3nnc(CCC(=O)Nc4cccc(F)c4)n3n2)CC1,-2,12,4,0,2,8,-10,-2
N/C(CSc1ncccc1C(F)(F)F)=N\O,-1,-1,-4,-3,-11,-1,8,-27
O=C(NCc1ccco1)/C(=C/c1cccnc1)NC(=O)c1cccc(Br)c1,-3,3,-5,-3,-2,-5,-17,9
CC(=O)Cn1nnc2sc3c(c2c1=O)CCC(C(C)(C)C)C3 (configuration not stated),-53,-5,0,-3,3,-2,7,-7
O=c1ccc(Oc2nc(N3CCOCC3)nc(N3CCOCC3)n2)n[nH]1,5,-4,-2,1,2,1,-9,7
N#Cc1cnn(-c2nc3sc4c(c3c(=O)[nH]2)CCCC4)c1N,-4,-8,-1,-6,0,7,6,2
Cc1ccccc1NC(=O)/C(=C/c1ccccc1)c1ccccc1,-5,-5,-5,43*,13,8,7,0
O=C(CN1C(=O)NC2(CCCCCC2)C1=O)c1ccc(OC(F)F)cc1OC(F)F,-3,1,6,2,6,0,5,10
O=C(NC1CCN(S(=O)(=O)c2ccc(F)cc2)CC1)c1ccccc1,0,0,-3,-1,-16,-2,4,5
COc1ccc(CN2CCC(CO)(Cc3ccccc3C(F)(F)F)CC2)c(F)c1,8,0,-2,-6,2,-3,-16,-7
CC(=O)N1c2ccc(S(=O)(=O)NCCC(=O)Nc3ccc(C)c(F)c3)cc2CC1C (configuration not stated),-6,2,-3,-9,-8,-4,7,0
CC1(C(=O)NCc2ccc(Cl)c(Cl)c2)Oc2ccccc2NC1=O (configuration not stated),8,-14,-1,-5,3,-8,11,-11
CCN(CC)S(=O)(=O)c1cc(NC(=O)c2ccc(Br)s2)ccc1C,-9,8,0,4,11,0,5,-11
O=C1c2ccccc2N2C(=O)c3ccccc3[C@H]2N1c1ccccc1,6,4,-4,55*,1,4,7,16
O=C(C=Cc1ccccn1)c1ccccc1O,-12,.,.,-6,-10,57*,74*,.
Cc1cc(C)cc(NS(=O)(=O)c2cc(C(=O)NCc3ccccn3)ccc2Cl)c1,5,-10,0,-2,4,6,4,-2
COc1ccccc1NC(=O)c1ccc(NC(=O)C2CC2C)cc1 (configuration not stated),-18,-2,2,-9,-13,-2,4,2
CCN(c1ccc(OC)cc1)S(=O)(=O)c1cc(-c2cc(C)no2)ccc1C(C)C,8,-8,1,6,24,10,29,-9
CC(C)C[C@@H](CC#N)N1CCN(Cc2ccccc2)CCC1=O,-12,5,8,-1,-2,-3,-1,15
Cc1cccc(OCC(=O)NCC(=O)N/N=C/c2ccccc2)c1,-6,7,1,-13,40,-2,10,25
COc1ccc(O)c(C(=O)c2cc(C#N)c(=O)n(CCN3CCOCC3)c2)c1,6,0,-3,-7,-3,-6,7,10
NC(=S)N/N=C/c1coc2c(ccc3ccccc32)c1=O,-19,.,.,30,-7,-16,4,.
CCOc1ccc(C2C(C(=O)c3ccc(C)o3)=C(O)C(=O)N2Cc2cccnc2)cc1 (configuration not stated),-1,-34,-1,-2,3,2,-4,16
COc1ccc(Cl)cc1NC(=S)N1CC(C)OC(C)C1 (configuration not stated),4,-3,-3,-8,5,-2,-4,29
O=C(Nc1cccc(-c2cn3cccnc3n2)c1)c1ccc2c(c1)OCO2,-5,22,5,16,-13,-4,-4,-4
COc1cccc(-n2c(SC)nnc2-c2cnccn2)c1,0,-10,-5,-1,4,3,-13,-27
O=C(Nc1ccccc1)N1CCCCC1c1cccnc1 (configuration not stated),-1,1,-1,1,1,-1,11,16
COc1ccccc1S(=O)(=O)NCc1ccc(C(=O)NC2CCC(O)CC2)cc1 (configuration not stated),-4,-3,0,1,-1,1,10,-4
Cc1cc(Nc2ccc(C)c(C)c2)c2ccccc2n1,18,-3,-2,-3,-3,-8,16,-17
CCCn1c(=O)c(C(=O)NCc2ccccc2OC)c(O)c2ccccc21,11,15,-1,-2,-3,-2,3,-4
C=CCSc1nnc(-c2ccccc2NC(C)=O)c(=O)[nH]1,12,5,-1,4,-11,1,-1,5
CC(C)(C)NC(=O)COC(=O)c1cc(F)c(F)cc1Cl,-3,2,1,-11,-2,-11,-1,18
C=CCOc1ccc(CNCCO)cc1OCC,-2,-13,-7,4,-7,-5,16,-1
COc1ccc(C(=O)N2CCC3(CC2)NCCc2[nH]cnc23)cc1OC,7,5,-6,-11,-4,0,5,11
CC(=O)N1CCC2(CC1)CC(=O)c1cc(Cl)ccc1O2,-4,7,5,-15,-4,-7,0,6
C=C1C(=O)O[C@@]23[C@H]1CC[C@@H](C)[C@@H]2CC[C@@]1(C)O[C@@H]31,-8,3,-3,7,-16,-2,6,-9
O=C(Cc1ccccc1)NN1C(=O)C2C(C1=O)C1C=CC2C12CC2 (configuration not stated),-8,2,-2,-1,-5,4,-3,4
O=C(O)c1ccccc1-c1nc2ccccc2[nH]1,2,6,0,-5,7,1,-2,2
CCOC(=O)c1c(C)[nH]c(C)c1S(=O)(=O)NCC1CCN(Cc2ccc(C)cc2)CC1,22,8,0,3,0,-1,7,3
CCOc1ccccc1N(C(=O)Nc1cccc(Cl)c1)C1=NC(C)CS1 (configuration not stated),0,-2,-1,-3,7,8,13,-12
CCOc1ccccc1N1CCN(C(=O)COc2ccc3c(C)cc(=O)oc3c2)CC1,15,-10,-3,-5,-1,8,10,13
